High-throughput results: PubChem BioAssay, National Center for Advancing Translational Sciences (NCATS)
PNC assembly inh: blocks assembly of the perinucleolar compartment. PC3M PTB-GFP, PNC prevalence imaging, 16 h; hits give low values. activity change (PNC), negative = inhibition, % at 10 µM. 3.1% of 140,000 active. AID 2417;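 active means readout at or below -70, meaning at least 70% loss of cells showing the perinucleolar compartment, a nuclear body marking cancer cells; inconclusive means readout between -30 and a set limit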;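 further: plate controls were DMSO wells for no effect and camptothecin positive control wells for full effect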
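Compounds are pinned in duplicate onto adhered PC3M cells stably expressing GFP-tagged PTB and incubated 16 h at 37 C. Cells are then fixed, nuclei stained with Hoechst, and PNC-positive cells counted.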
12-hLO inh: inhibitors of human 12-lipoxygenase (ALOX12); P18054; purified 12-hLO, xylenol orange hydroperoxide absorbance; Potency, µM (doses to about 57.1 µM), for the others: at the highest dose activity change, negative = inhibition, actives largely listed as inhibitors; 0.12% of 150,000 active; AID 1452; further: potency means the concentration at half of the fitted maximal effect; nearly all actives have a fitted effect of over 55% in size; many of its hits are not listed in these tables
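Lipoxygenase turnover measured by absorbance at 573 and 405 nm after Fe-XO development. Human 12hLO 150 nM, arachidonate 40 uM, pH 7.0 Hepes buffer with detergent; 15 min compound preincubation, 30 min reaction.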
ALOX15B inhib: blocks human 15-lipoxygenase 2 activity. O15296. purified 15hLO-2, xylenol orange hydroperoxide absorbance. Potency, µM (titrated, usually from 57.1 µM), for the others: top-dose activity change, negative = inhibition, usual class: inhibitors. 0.56% of 110,000 active. AID 881; further: potency means the concentration at half of the fitted maximal effect; nearly all actives have a fitted effect of over 60% in size; many of its hits are not listed in these tables
Target sequence (O15296 whole entry, looked up): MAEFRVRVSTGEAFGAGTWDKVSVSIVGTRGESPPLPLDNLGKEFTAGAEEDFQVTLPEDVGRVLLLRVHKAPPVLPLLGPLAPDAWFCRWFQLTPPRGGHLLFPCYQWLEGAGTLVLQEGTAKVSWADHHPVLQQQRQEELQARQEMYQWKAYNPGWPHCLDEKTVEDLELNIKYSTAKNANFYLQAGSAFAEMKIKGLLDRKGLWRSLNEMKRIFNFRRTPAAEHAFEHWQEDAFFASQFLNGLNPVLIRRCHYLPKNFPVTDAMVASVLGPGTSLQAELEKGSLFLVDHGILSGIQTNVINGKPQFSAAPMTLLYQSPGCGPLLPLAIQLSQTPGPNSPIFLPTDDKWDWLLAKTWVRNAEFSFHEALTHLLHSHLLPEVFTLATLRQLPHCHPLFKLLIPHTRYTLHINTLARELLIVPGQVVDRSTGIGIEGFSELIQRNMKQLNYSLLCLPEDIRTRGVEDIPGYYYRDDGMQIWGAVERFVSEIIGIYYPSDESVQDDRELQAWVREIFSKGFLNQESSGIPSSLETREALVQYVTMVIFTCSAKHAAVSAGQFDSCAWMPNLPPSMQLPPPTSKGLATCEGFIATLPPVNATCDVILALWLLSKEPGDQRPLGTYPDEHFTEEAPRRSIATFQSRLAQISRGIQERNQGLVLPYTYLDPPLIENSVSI
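Purified human 15hLO-2 (50 nM) preincubated 15 min with compound, then 45 uM arachidonic acid for 90 min at RT in 25 mM Hepes pH 7.5, 0.01% Triton X-100. Hydroperoxide detected by Fe-xylenol orange; 573/405 nm absorbance ratio.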
IMPase inh: IMPase inhibition in cells; inhibition (IP1 accumulation), % at 46.1 µM; P97697; 120,000 tested, under 10 active; AID 901; CHO-M1 cells, IP1 accumulation, HTRF TR-FRET ratio; active means well fitted curve in the direction sought with a large enough effect in the signal ratio, not every such curve was filed as active; inconclusive means small, poorly fitted or top-dose-only effect, or a change in a side signal; inactive means no such curve, though single readings can be large or run the other way; the % refers to the signal ratio;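 further: cells stimulated with carbachol in lithium chloride buffer; plate controls were DMSO basal wells for no effect and reference inhibitor wells for full effect; higher means more IMPase inhibition seen as more IP1 and lower FRET ratio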
Target sequence (P97697 whole entry, looked up): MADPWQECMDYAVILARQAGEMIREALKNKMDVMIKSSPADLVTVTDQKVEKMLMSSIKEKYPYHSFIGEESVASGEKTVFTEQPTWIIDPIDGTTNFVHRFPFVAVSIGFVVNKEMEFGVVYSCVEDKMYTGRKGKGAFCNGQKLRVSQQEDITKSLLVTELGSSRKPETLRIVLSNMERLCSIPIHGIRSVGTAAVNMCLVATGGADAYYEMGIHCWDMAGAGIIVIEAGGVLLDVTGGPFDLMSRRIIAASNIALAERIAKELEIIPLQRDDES
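CHO-M1, 2000 cells/well, cultured 16–30 h; cpd up to 46 uM; carbachol (50 uM solution, stimulation buffer w/ 50 mM LiCl, pH 7.4), 30 min 37C; IP-One TR-FRET, 10 min RT; Ex 320/Em 665, 620; Hill-fit AC50.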
Active calls of the source: *; ? = inconclusive; . = no result given; & = joins results of further samples; [ ] = remark or other dose. Unless noted, the call rests on the fitted dose curve; in most records, active means well fitted curve in the direction sought with a large enough effect; inconclusive means small, poorly fitted or top-dose-only effect, or another doubt; inactive means no such curve, though single readings can be large; an effect the other way counts as inactive or inconclusive. Unless noted, on the % scale 0 is the no-effect control and ±100 the full control effect. An excerpt (hit frequency here may not be typical).

SMILES	PNC assembly inh	12-hLO inh	ALOX15B inhib	IMPase inh
CCCn1c(-c2ccc(F)cc2)nc2c(NCCN(C)C)nc(C)nc21	.	-2.2%	32.3%[activator]	.
COc1ccc(/C=N/NC(=O)C(C)n2cnc3ccccc3c2=O)cc1 (stereo unspecified)	-119.3*	-1.4%	.	1.4
O=[n+]1cc(-c2ccccc2)n([O-])c2c1CCC2	32.1	0.6%	6.1%	-8.7
CCOC(=O)c1nn(-c2ccccc2)c2nc(Nc3ccccc3)cc(=O)n12	?	2.8%	-5.5%	4.6
CC(=O)Nc1nonc1NC(C)=O	27.3	2.1%	-7.3%	3.6
Cc1ccccc1C(OCCN(C)C)C1CCCCC1 (stereo unspecified)	-5.3	0.3%	.	.
O=C(Cc1coc2ccc3ccccc3c12)Nc1nccs1	-107.4*	-2.5%	5.9%	-7.5
COCCNS(=O)(=O)c1cc(Br)ccc1OC	31.8	0.2%	-0.5%	-0.8
CC1CCN(C(c2ccc(N(C)C)cc2)c2nnnn2C(C)(C)C)CC1 (stereo unspecified)	21.5	-2.7%	4.3%	5.3
Cc1c(Cl)cnc(NC(=O)COC(=O)c2ccc(S(=O)(=O)NCc3ccco3)cc2)c1Cl	44.7	-0.5%	.	4.2
COC(C(=O)Nc1cccc(F)c1)c1ccccc1 (stereo unspecified)	7.4	-1.3%	1.6%	8.3
Cc1ccc2nc(-c3ccc(NC(=O)c4ccco4)cc3)[nH]c2c1	60.0	-4.5%	20.6%	17.2
CCCOc1ccc(N2CC(C(=O)NC(C)C)CC2=O)cc1 (stereo unspecified)	0.4	-0.8%	-1.7%	-1.0
CCOc1ccc(-n2cc(C(=O)Nc3cccc(OC)c3)c3cc(OC)c(OC)cc3c2=O)cc1	-6.5	-5.0%	3.1%	7.2
O=C(O)c1ccccc1C1=Nc2ccc(O)cc2Oc2cc(O)ccc21	-13.3	-0.5%	-3.3%	-4.0
O=C1c2ccccc2C(=O)N1CCc1csc(-c2cccc(F)c2)n1	?	-6.6%	0.7%	?
COCCNC(=O)C(c1cccc(OC)c1)N(Cc1cccs1)C(=O)Cn1nnc2ccccc21 (stereo unspecified)	-24.2	0.1%	.	-0.2
CNC(=O)COc1cccc(C(=O)NCc2ccccc2)c1	?	1.5%	.	-4.0
CC/C(=N\O)C(C)(C)/[N+]([O-])=C/c1ccc(Br)cc1	-13.2	-1.8%	-4.7%	3.5
CC(=O)NC(Cc1ccccc1)C(=O)OCC(=O)c1ccc(F)cc1 (stereo unspecified)	36.2	6.0%	.	.
O=S(=O)(NCC1OCCc2ccccc21)c1ccccc1 (stereo unspecified)	?	-2.6%	5.9%	-5.9
COC(=O)CSc1nnc(-c2ccc(NS(=O)(=O)c3ccccc3)cc2)o1	-8.6	-1.9%	3.2%	0.2
Cc1cc(C(=O)NCCCN2CC(C)CC(C)C2)n(-c2ccccc2)n1 (stereo unspecified)	29.2	1.4%	3.4%	6.5
O=C(Cn1ncc2c(=O)oc3ccccc3c21)N(Cc1ccco1)C1CCCCC1	4.2	4.9%	.	-13.9
CC(=O)Nc1sc(C)c(C)c1C(=O)OC(C)C	?	-4.8%	.	.

Other compounds:
SMILES	PNC assembly inh	12-hLO inh	ALOX15B inhib	IMPase inh
O=P(O)(O)C(O)(Cn1ccnc1)P(=O)(O)O	.	2.6%[0.00818 µM]	-6.3%[0.0915 µM]	.
CCCOc1ccc(/C=C/C(=O)Nc2ccc([N+](=O)[O-])cc2)cc1	?	-9.9%	-4.0%	3.4
Cc1csc2nc(CNC(=O)c3ccco3)cn12	?	1.6%	-1.8%	-0.3
COc1ccc(C(=O)NCCn2cc(SCC(=O)Nc3cc(C)on3)c3ccccc32)cc1OC	-15.7	-5.2%	-4.3%	5.9
Cc1ccc(-c2sc(-c3ccccc3)nc2CC(=O)Nc2ccccc2F)cc1	?	1.5%	.	0.3
O=C(Cc1ncc(C(F)(F)F)cc1Cl)N1CCN(c2ccccn2)CC1	-3.2	-3.7%	-1.6%	4.1
O=C(c1cnccn1)N1CCC2(CCN(Cc3nccs3)CC2)CC1	.	0.0%	5.4%	.
COc1cccc(C2CC(c3cccc(OC)c3)n3nc(N)nc3N2)c1 (stereo unspecified)	?	-0.1%	17.7%	-3.2
CCc1ccccc1Nc1nc(N)nc(CSCC(=O)Nc2ccc(C)c(C)c2)n1	-9.9	-0.9%	.	.
COc1ccc(C(=O)Cn2c(C(=O)/C=C/c3ccccc3)nc3ccccc32)cc1	4.2	10.8%	-2.2%	-18.8
CSc1nnc(CNC(=O)c2ccccc2)n1-c1ccc(F)cc1	13.1	0.0%	1.2%	-2.8
CN(C)CCCN1CC(C(=O)O)CC1=O (stereo unspecified)	50.6	2.8%	4.9%	-1.2
O=C(O)[C@@H]1[C@@H](C(=O)NCc2ccccn2)[C@@H]2C=C[C@@H]1O2	.	1.2%[11.4 µM]	-0.2%[11.4 µM]	.
C[C@]12C[C@H](O)[C@H]3[C@@H](CCC4=CC(=O)CC[C@@]43C)[C@@H]1CC[C@@H]2C(=O)CO	-1.8	-3.7%&-0.5%	4.0%&-6.4%	5.9
CCOC(=O)N1CCN(c2nc(C(F)(F)F)nc3c(C)cc(C)cc23)CC1	-6.5	-3.4%	1.8%	-6.9
CCOc1ccc2nnc(-c3ccc(Br)cc3)n2n1	36.2	1.2%	.	?
CC1CCc2c(sc(NS(=O)(=O)c3ccccc3)c2C(=O)OC(C)C)C1 (stereo unspecified)	6.2	-5.1%	.	-11.2
S=c1ccss1	.	-25.1%	?	.
CCN(CC)S(=O)(=O)c1ccc(N2CCCC2)c(NS(=O)(=O)c2ccc([N+](=O)[O-])cc2)c1	-8.6	-0.6%	.	-9.9
COc1cc([C@@H]2[C@H]3CNCC=C3C(C#N)=C(N)C2(C#N)C#N)ccc1OC(C)C	6.9	-14.5%	10.6%	4.2
CNC(=O)CN(c1cccc2ccccc12)S(C)(=O)=O	13.1	-6.2%	1.7%	8.4
C/C(=N\O)c1c(C)c2ccccc2n1C	-10.9	-4.3%	-5.2%	4.0
Oc1ccccc1Nc1nc(NCC2CCCO2)c2ccccc2n1 (stereo unspecified)	?	-6.0%	46.4%[activator]	5.5
COc1ccc(S(=O)(=O)NCCSc2ccc(Cl)cc2)cc1OC	?	-7.9%	.	?
Cc1ccc(N2/C(=N/c3nc(C)cc(C)n3)NC(=O)CC2C(=O)O)cc1 (stereo unspecified)	65.6	4.0%	-4.1%	4.5

Further entries
SMILES	PNC assembly inh	12-hLO inh	ALOX15B inhib	IMPase inh
Cc1cc(C)c(NC(=O)c2oc3ccccc3c2COc2ccccc2)c(C)c1	33.7	-0.3%	.	13.2
C/C(=N\NC(=S)NCc1ccccc1)c1ccc(Cl)cc1	?	?	.	.
CC(=O)Nc1ccc(NC(=O)C(C)n2nc([N+](=O)[O-])c(Br)c2C)cc1 (stereo unspecified)	70.3	13.2%	2.7%	-17.3
CCOC(=O)c1cc(OC(=O)c2cccnc2)n(-c2ccccc2)n1	11.8	-21.0%	-3.9%	11.5
COc1cc(S(=O)(=O)N(Cc2cccs2)CC2CCCO2)ccc1-n1cnnn1 (stereo unspecified)	30.4	-2.3%	0.8%	?
Cc1cc(N=Cc2c(O)n(-c3ccc4c(c3)OCO4)c(=O)c3ccccc23)ccn1	-29.2	-13.2%	?	-10.0
CCOc1c(Br)cc(CNc2ncn[nH]2)cc1OC	8.6	3.0%	18.2%	-0.8
COc1cc(C2N(c3ccccc3)CCN2c2ccccc2)ccc1OC(C)=O	?	7.5%	-1.8%	12.8
CCOC(=O)CSc1nc2sc(C)c(C)c2c(=O)n1C	62.4	0.4%	-5.0%	16.6
COC(=O)[C@@]1(Cc2ccccc2)[C@H]2c3cc(C(=O)N(C)C)n(Cc4ccccc4)c3C[C@H]2CN1C(=O)c1ccccc1	.	-12.3%	3.9%	.
CCOC(=O)C1=C(CN2CCCCC2)NC(=O)NC1c1cc(C)ccc1C (stereo unspecified)	72.2	16.9%	14.5%	-1.0
O=C1CCN(N=Nc2cccc(Cl)c2)N1	-22.7	-19.3%	-29.2%	1.6
COC(=O)[C@@]1(Cc2ccc(OC)cc2)[C@H]2c3cc(C(=O)N(C)C)n(CCc4ccc(OC)c(Br)c4)c3C[C@H]2CN1C(=O)c1ccccc1	20.2	-10.9%&-20.6%	-3.1%	.
O=C(/C=C/c1ccc(Cl)cc1Cl)NCc1ccncc1	?	-21.9%	44.2%[activator]	?
CCOC(=O)c1nnn(-c2nonc2-n2cccc2)c1CN1CCOCC1	14.3	-2.1%	.	1.0
Nc1cccc(S(=O)(=O)c2cccc(N)c2)c1	-7.1	1.7%	2.1%	10.2
CCn1c(O)c(C=Nc2ccccc2)oc1=S	-93.7*	-0.2%	-29.5%	-2.3
CCOc1cccc(OCCCOc2ccccc2)c1	-19.6	2.0%	8.7%	-3.1
CC(C)(C)OC(=O)N1CC=C2C(C#N)=C(N)C(C#N)(C#N)C(c3cccs3)C2C1 (stereo unspecified)	2.7	-8.3%	?	1.3
CCN(Cc1cc(=O)n2ccsc2n1)c1cccc2ccccc12	53.4	1.3%	.	.
Cc1ccc(NC(=O)C2(N(CC(C)C)C(=O)Cn3nnnc3N)CCCCC2)cc1	?	-1.7%	-4.7%	3.7
CCc1ccc(-n2c(SCC(=O)Nc3cccc(S(=O)(=O)NC4=NCCCCC4)c3)nc3ccccc3c2=O)cc1	44.8	2.9%	.	.
c1ccc(C2[C@H]3CN(Cc4cccnc4)[C@H](c4ccccc4)C34CC2(c2cccnc2)C4)cc1 (stereo partly specified)	.	0.5%	48.8%[activator]	.
O=C(NCc1ccccn1)C1CC(c2ccc(F)cc2)=NO1 (stereo unspecified)	55.6	2.5%	-4.4%	6.1
Cc1ccc(C)c(-c2nn(-c3cc(N4CCN(CCO)CC4)ccc3[N+](=O)[O-])c(=O)c3ccccc23)c1	86.1	1.2%	39.6%[activator]	-0.9

Later entries:
SMILES	PNC assembly inh	12-hLO inh	ALOX15B inhib	IMPase inh
CSc1cccc(NC(=O)C2CCN(S(C)(=O)=O)CC2)c1	11.1	-0.3%	9.3%	2.5
CCOc1ccccc1C(=O)NC(C)c1ccc2c(c1)OCO2 (stereo unspecified)	-102.7*	0.7%	-3.6%	-10.9
Cc1c(Cc2ccccc2)c(=O)oc2c(C)c(OCC(=O)Nc3ccc(C#N)cc3)ccc12	44.6	1.8%	.	6.5
COC(=O)CC1C(=O)NCCN1C(=S)NC(=O)c1ccccc1[N+](=O)[O-] (stereo unspecified)	-17.2	-2.9%	.	-3.5
COc1ccc(CCNC(=O)Cn2cc(C(F)(F)F)cc(Cl)c2=O)cc1OC	4.8	2.7%	.	.
COC(=O)c1cn(NC(=O)CCC2CCCC2)c(=O)c2ccccc12	?	-7.1%	-2.1%	2.1
CC1(C)Cc2nc3oc4c(=O)n(CC(=O)Nc5ccccc5)cnc4c3cc2CO1	27.6	-0.8%	.	0.3
COc1cc(C(=O)NCc2nnc(SCC(=O)Nc3cccc(C)c3)o2)cc(OC)c1OC	-10.5	-0.4%	-5.2%	-7.4
CCCN1C[C@@H](CSC)C[C@H]2c3cccc4[nH]cc(c34)C[C@@H]21	.	-6.2%	19.2%	2.2
CCOC(=O)C1=C(C)OC(N)=C(C#N)C1c1cncc(-c2ccc(F)cc2)c1 (stereo unspecified)	?	-1.0%	.	.
COc1cccc(/C=N/n2nnnc2N)c1OCc1ccccc1Cl	-11.7	3.8%	.	6.9
COc1ccc(CNC(=O)c2cnn3c(C(F)F)cc(C)nc23)cc1OC	3.8	1.0%	-2.6%	11.2
Cc1c(C(=O)N2CCOCC2)sc2ncn(CC(=O)N3CCC(C)CC3)c(=O)c12	15.7	1.8%	6.5%	0.4
O=C(CCc1ccccc1)NCCSCc1c(F)cccc1Cl	?	-4.8%	.	-5.8
